Bioassay records as filed in PubChem.
SW480 rerep: inducers of DNA re-replication in SW480 colon cancer cells. Potency, µM (top dose mostly 46.1 µM), inactives show at the top dose re-replication activation, usual class: activators. SW480 DNA re-replication, Hoechst DNA content imaging, 48 h. 1.8% of 340,000 active; also: potency is read from the fitted curve at half-maximal effect; % of control where 0% means no effect; nearly all actives have a fitted effect of over 55% in size
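Treated cells incubate 48 hr (37 C, 5% CO2), are stained 40 min with Hoechst, and nuclear fluorescence is enumerated; a rise in nuclei with high DNA signal marks re-replication.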
IL1B secr inh: blocks inflammasome-driven IL-1 beta release | THP-1 LPS/ATP IL-1B secretion, AlphaLISA, 16 h; hits give low values | 4.7% of 360,000 active | activity change, % at 57.5 µM; in the data active = activity change below about -50%; inconclusive = mostly about -30% to -49%; also: % is scaled to controls: 0 for no effect and ±100 for the full control effect
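THP-1 cells pretreated 1 hr with compounds (up to 57.5 uM final), then stimulated with LPS (250 ng/mL final) plus ATP (1.25 mM final); secreted IL-1B measured by AlphaLISA after 16 hr, decreased signal indicating inhibition.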
ATXN2 expr inh: reduces ATXN2 reporter expression in HEK-293 cells; AID 1745845; HEK-293 ATXN2-luciferase reporter, luminescence, 24 h; Potency, µM (doses to about 57 µM), for the others: top-dose activity change, negative = inhibition, hits mostly inhibitors; 0.72% of 360,000 active; also: potency is read from the fitted curve at half-maximal effect; % is scaled to controls: 0 for no effect and ±100 for the full control effect; nearly all actives have a fitted effect of over 55% in size
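ATXN2-luciferase reporter cells (luciferase flanked by upstream and downstream ATXN2 gene portions) were treated 24 h at 37 °C with compounds at up to 57 uM. SteadyGlo luminescence gave expression; GF-AFC fluorescence gave viability.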
MCF10A rereplic: inducers of DNA re-replication in MCF 10A breast cells. MCF 10A DNA re-replication, Hoechst nuclear intensity, 48 h. AID 624296. 2.9% of 350,000 active. Potency, µM (series often up to 46.1 µM), without a hit: top-dose activity, positive = re-replication, usual class: activators; also: potency is read from the fitted curve at half-maximal effect; % of control where 0% means no effect; nearly all actives have a fitted effect of over 50% in size
KB-V1 MDR tox: kills drug-selected multidrug resistant KB-V1 cells; KB-V1 MDR cells viability, CellTiter-Glo, 72 h; Potency, µM (highest dose often 46.1 µM), inactives show top-dose activity change, negative = cytotoxicity, actives largely listed as cytotoxic; 3.4% of 400,000 active; AID 1347076; also: potency is read from the fitted curve at half-maximal effect; % is scaled to controls: 0 for no effect and ±100 for the full control effect; nearly all actives have a fitted effect of over 60% in size
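KB-V1 cells (P-gp-expressing MDR subline of KB-3-1) in phenol-red-free DMEM with 10% FBS were exposed to library compounds over a concentration series for 72 h at 37 degrees C. Viability read by CellTiter-Glo luminescence; concentration-effect curves fitted after normalization.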
HT1080 IDH1KD tx: HT-1080 IDH1 knockdown cell toxicity (counter line); Potency, µM (doses to about 46.1 µM), for inactives: top-dose activity, negative = toxicity, most hits filed as cytotoxic; 2% of 360,000 active; HT-1080 IDH1 knockdown viability, ATP luminescence, 48 h; AID 686971;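 also: potency is read from the fitted curve at half-maximal effect; 0% = DMSO wells and -100% = cell-free medium wells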
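HT-1080-IDH1KD cells (IDH1 knocked down), 750/well in RPMI with 5% FBS, treated with compound 48 h at 37 degrees C. Viability by CellTiter-Glo luminescence, normalised to DMSO and no-cell wells; concentration-response curves classed.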
KB-3-1 tox: kills parental KB-3-1 adenocarcinoma cells; KB-3-1 viability, CellTiter-Glo ATP luminescence, 72 h; Potency, µM (series often up to 46.1 µM), without a hit: at the highest dose activity change, negative = cytotoxic, most hits filed as cytotoxic; 1.4% of 400,000 active; also: potency is read from the fitted curve at half-maximal effect; % is scaled to controls: 0 for no effect and ±100 for the full control effect; nearly all actives have a fitted effect of over 60% in size
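72 h, 37 °C compound treatment of KB-3-1 parental cells; CellTiter-Glo added, 10 min, luminescence read. Data corrected against DMSO-only plates and normalized before curve fitting.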
HT1080NT lethal: kills 2HG-producing HT-1080-NT fibrosarcoma cells | HT-1080-NT fibrosarcoma viability, CellTiter-Glo ATP luminescence, 48 h | Potency, µM (titrated, usually from 46.1 µM), for the others: top-dose activity, negative = less viability, usual class: cytotoxic | 1.6% of 360,000 active | AID 686970;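 also: NT is the 2HG producing partner of a matched IDH1 knockdown line; potency is read from the fitted curve at half-maximal effect; 0% = DMSO-treated cells and -100% = media-only wells without cells; nearly all actives have a fitted effect of over 55% in size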
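Viability of the 2HG-overproducing fibrosarcoma line after 48 hours of compound exposure at 37 degrees C was determined by luminescence with CellTiter-Glo, and concentration-effect curves were then fitted and categorized.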
WRN helicase inh: blocks human WRN helicase | AID 651768 | WRN helicase unwinding, fluorescent forked duplex, kinetic | 0.46% of 360,000 active | Potency, µM (doses to about 114 µM), inactives show at the highest dose activity change, negative = inhibition, actives largely listed as inhibitors; also: potency is read from the fitted curve at half-maximal effect; % is scaled to controls: 0 for no effect and ±100 for the full control effect; nearly all actives have a fitted effect of over 55% in size
Target sequence (Q14191 whole entry, looked up): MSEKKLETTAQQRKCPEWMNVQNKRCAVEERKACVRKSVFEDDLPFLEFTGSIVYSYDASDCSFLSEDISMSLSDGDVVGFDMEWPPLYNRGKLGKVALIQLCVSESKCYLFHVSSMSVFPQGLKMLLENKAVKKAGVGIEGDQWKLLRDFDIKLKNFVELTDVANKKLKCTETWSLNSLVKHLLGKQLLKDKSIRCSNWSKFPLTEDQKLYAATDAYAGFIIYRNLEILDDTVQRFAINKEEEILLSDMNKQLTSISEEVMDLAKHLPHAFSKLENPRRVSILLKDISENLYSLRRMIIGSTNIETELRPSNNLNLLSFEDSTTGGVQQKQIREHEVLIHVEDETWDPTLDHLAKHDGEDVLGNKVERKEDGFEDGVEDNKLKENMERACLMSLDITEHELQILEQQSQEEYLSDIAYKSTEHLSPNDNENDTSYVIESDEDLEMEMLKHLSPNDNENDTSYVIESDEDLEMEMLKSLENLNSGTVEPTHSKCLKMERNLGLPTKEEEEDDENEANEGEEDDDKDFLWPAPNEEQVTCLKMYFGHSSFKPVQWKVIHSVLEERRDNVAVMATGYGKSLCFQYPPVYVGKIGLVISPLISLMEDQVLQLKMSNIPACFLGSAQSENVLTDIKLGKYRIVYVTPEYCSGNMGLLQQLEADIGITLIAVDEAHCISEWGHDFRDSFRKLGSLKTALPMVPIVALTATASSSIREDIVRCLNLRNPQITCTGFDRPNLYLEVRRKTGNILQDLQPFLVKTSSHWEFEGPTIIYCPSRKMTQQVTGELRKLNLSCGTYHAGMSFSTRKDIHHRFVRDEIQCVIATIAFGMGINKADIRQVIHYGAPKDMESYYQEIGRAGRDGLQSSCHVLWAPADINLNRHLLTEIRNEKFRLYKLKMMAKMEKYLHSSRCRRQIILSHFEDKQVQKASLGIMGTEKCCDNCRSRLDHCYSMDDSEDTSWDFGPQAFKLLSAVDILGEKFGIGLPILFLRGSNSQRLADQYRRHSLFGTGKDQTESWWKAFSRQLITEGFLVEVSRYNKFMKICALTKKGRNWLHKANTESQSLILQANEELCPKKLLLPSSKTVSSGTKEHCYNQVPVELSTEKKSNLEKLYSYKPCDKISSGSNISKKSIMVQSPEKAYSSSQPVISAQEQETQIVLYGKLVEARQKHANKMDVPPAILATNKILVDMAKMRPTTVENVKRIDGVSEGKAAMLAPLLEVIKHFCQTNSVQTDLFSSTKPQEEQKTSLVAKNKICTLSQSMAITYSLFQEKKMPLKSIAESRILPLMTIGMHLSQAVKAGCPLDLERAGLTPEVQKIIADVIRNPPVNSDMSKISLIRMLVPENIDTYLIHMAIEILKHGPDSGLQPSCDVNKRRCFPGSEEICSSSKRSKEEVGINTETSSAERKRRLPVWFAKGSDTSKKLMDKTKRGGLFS
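Kinetic fluorescence helicase assay: unwinding of a quenched forked DNA duplex (100 nM final) with 2 mM ATP final raises red fluorescence (525/598 nm). Compounds sat 15 min at room temperature with 20 nM WRN beforehand.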
Starred values were filed as active, the others as inactive; i = inactive; ? = inconclusive; nt = not tested or not shown; [ ] = another dose, or the depositor's remark. Unless noted, calls follow the shape of the dose curve; as a rule, active = well fitted curve in the direction sought with a large enough effect; inconclusive = small, poorly fitted or top-dose-only effect, or another doubt; inactive = no such curve, though single readings can be large; an effect the other way counts as inactive or inconclusive.

item | Molecule | KB-V1 MDR tox | IL1B secr inh | HT1080 IDH1KD tx | MCF10A rereplic | HT1080NT lethal | ATXN2 expr inh | KB-3-1 tox | WRN helicase inh | SW480 rerep
1 | CCCc1ccc(NC(C)C(=O)Nc2ccc(S(=O)(=O)N3CCOCC3)cc2)cc1 (configuration not stated) | -1% | 8 | -4% | 9% | -1% | 3% | -7% | -5% | -1%
2 | C=CCn1c(C)cc(-c2csc(NC(=O)C3=COCCO3)n2)c1C | 5% | -15 | 6% | 0% | 3% | 28% | 4% | -6% | -3%
3 | CCN(CC)S(=O)(=O)c1ccc(O)c(C(=O)OCC(=O)N2CCCC2)c1 | -1% | 21 | 0% | 0% | -10% | 11% | -6% | -1% | -8%
4 | CCc1ccccc1NC(=O)COc1ccc2oc(-c3ccc(OC)cc3)cc(=O)c2c1 | 9% | 28 | 11% | -3% | 21% | -9% | 6% | -14% | -4%
5 | O=C(C1COc2ccccc2O1)N1CCN(c2ccc(C(F)(F)F)cn2)CC1 (configuration not stated) | nt | 1 | -1% | -17% | 2% | -24% | nt | -18% | -1%
6 | COc1cccc(C(=O)Nc2nnc(SCC(=O)NC3CCCC3)s2)c1 | ? | 9 | -8% | 0% | -8% | 8% | 5% | -5% | -3%
7 | Cc1ccc(C)c(OCCC(=O)N2CCN(S(=O)(=O)c3cc(C)ccc3C)CC2)c1 | ? | -4 | -1% | ? | -4% | -18% | ? | -20% | 9%
8 | COCCCN(C(=O)c1cc(Cl)nc2ccccc12)c1c(N)n(Cc2ccccc2)c(=O)[nH]c1=O | ? | 11 | 10% | -1% | 1% | -6% | -6% | 3% | 0%

7 of these compounds, set out differently.
2. C=CCn1c(C)cc(-c2csc(NC(=O)C3=COCCO3)n2)c1C
3. CCN(CC)S(=O)(=O)c1ccc(O)c(C(=O)OCC(=O)N2CCCC2)c1
4. CCc1ccccc1NC(=O)COc1ccc2oc(-c3ccc(OC)cc3)cc(=O)c2c1
5. O=C(C1COc2ccccc2O1)N1CCN(c2ccc(C(F)(F)F)cn2)CC1 (configuration not stated)
6. COc1cccc(C(=O)Nc2nnc(SCC(=O)NC3CCCC3)s2)c1
7. Cc1ccc(C)c(OCCC(=O)N2CCN(S(=O)(=O)c3cc(C)ccc3C)CC2)c1
8. COCCCN(C(=O)c1cc(Cl)nc2ccccc12)c1c(N)n(Cc2ccccc2)c(=O)[nH]c1=O

assay / entry,2,3,4,5,6,7,8
KB-V1 MDR tox,5%,-1%,9%,nt,?,?,?
IL1B secr inh,-15,21,28,1,9,-4,11
HT1080 IDH1KD tx,6%,0%,11%,-1%,-8%,-1%,10%
MCF10A rereplic,0%,0%,-3%,-17%,0%,?,-1%
HT1080NT lethal,3%,-10%,21%,2%,-8%,-4%,1%
ATXN2 expr inh,28%,11%,-9%,-24%,8%,-18%,-6%
KB-3-1 tox,4%,-6%,6%,nt,5%,?,-6%
WRN helicase inh,-6%,-1%,-14%,-18%,-5%,-20%,3%
SW480 rerep,-3%,-8%,-4%,-1%,-3%,9%,0%

Continued.
item | Molecule | KB-V1 MDR tox | IL1B secr inh | HT1080 IDH1KD tx | MCF10A rereplic | HT1080NT lethal | ATXN2 expr inh | KB-3-1 tox | WRN helicase inh | SW480 rerep
9 | COc1ccccc1NC(=O)CSc1nc2sc3c(c2c(=O)n1-c1ccccc1)CCN(C)C3 | 19% | -5 | 1% | 0% | 2% | nt | 2% | 0% | -6%
10 | Cc1cc(C)c(NC(=O)c2ccoc2C)c(C)c1 | 17% | -19 | 8% | 1% | 9% | 0% | 10% | -9% | 11%
11 | CC1(C)CC(=O)C=C(Nc2ccccc2F)C1 | -14% | -13 | 16% | -15% | 14% | 0% | 7% | -26%[57.1 µM] | -7%
12 | O=C(COc1ccc(S(=O)(=O)NC2CCCCC2)cc1Cl)NCc1cccnc1 | -1% | 23 | -1% | 17% | -6% | 5% | 17% | 0% | 0%[9.22 µM]
13 | O=C(CSc1ncn(-c2ccccc2)n1)Nc1nc2c(s1)CCCC2 | 11% | 7 | -10% | 5% | 1% | 12% | 0% | -26%[57.1 µM] | 8%
14 | CC(C)c1ccc2c(c1)C(c1cccs1)=NNC(c1ccncc1)=N2 | -1% | -9 | 11% | 11% | 16% | 1% | -7% | -1% | 10%
15 | O=S(=O)(/N=C(/c1ccc(F)cc1)N1CCCCC1)c1ccc(Cl)cc1 | -12% | -13 | 3% | 10% | -7% | -7% | -1% | -7% | -2%
16 | CS(=O)(=O)c1nc(S(=O)(=O)c2ccc(Cl)cc2)c(N2CCCCCC2)s1 | -11% | 8 | -5% | 0% | -13% | -11% | 3% | 5% | 3%
17 | CC(=O)c1cccc(NC(=O)N2CCCC2C(=O)Nc2ccccc2C)c1 (configuration not stated) | 6% | 14 | 16% | 0% | 0% | 2% | 7% | -5% | -3%
18 | COc1ccccc1CC(=O)NCC1CCCO1 (configuration not stated) | 2% | 35 | 5% | 1% | -1% | -13% | 4% | -6% | -4%
19 | COC(=O)CSc1nc(N)nc(C)c1Br | 6% | -4 | 6% | -6% | 7% | 9% | -9% | -13% | 0%
20 | COc1ccc(S(=O)(=O)NCCSc2ccccc2)cc1OC | -30% | 11 | 3% | 1% | 0% | 1% | -4% | -3% | -1%
21 | Cc1cc(C)nc(N/N=C/C(Cl)=C/c2ccccc2)n1 | ? | -51* | ? | -1% | -3% | 31%[activator] | 10% | 4% | 0%
22 | CC(C)(C)c1ccc(-n2ncc3c2CCCC3NC(=O)CCN2CCCCC2=O)cc1 (configuration not stated) | ? | i | -11% | ? | ? | -16% | ? | -16% | -22%
23 | CCOC(=O)C1=CNS(=O)(=O)NC1c1ccc2ccccc2c1 (configuration not stated) | 0% | 55 | 6% | 8% | 15% | 4% | 2% | 1% | 0%
24 | Cc1ccc(-c2cnc(C(O)c3cc(Cl)cc(Cl)c3)[nH]2)cc1 (configuration not stated) | -1% | 7 | ? | nt | ? | -10% | 0% | -3% | nt
25 | Cc1csc(NC(=O)CSc2nnc(-c3ccoc3C)n2CCc2ccccc2)n1 | ? | -7 | ? | 3% | ? | -11% | 0% | 1% | 9%
26 | CSc1ccc(/C=C/C(=O)OCC(=O)N2CCN(S(=O)(=O)c3ccc(C)cc3C)CC2)cc1 | -3% | 14 | 0% | 2% | -5% | 6% | -15% | 2% | -21%
27 | CCN1C(=O)C(O)(CC(=O)/C=C/C=C/c2ccccc2)c2ccccc21 (configuration not stated) | 19% | ? | -1% | ? | 3% | -13% | 0% | -9% | -4%
28 | O=C(NCC1CCCN(Cc2ccc3nonc3c2)C1)c1cccc(C(F)(F)F)c1 (configuration not stated) | -29% | -59* | 1% | 16% | -3% | -19% | -6% | 2%[57.1 µM] | 4%
29 | N#CCCN(Cc1ccccc1)C(c1ccnc2ccccc12)c1nnnn1-c1ccc2c(c1)OCCO2 (configuration not stated) | ? | 37 | 2% | nt | -2% | 5% | -2% | -1% | nt
30 | CC(C)(C)OC(=O)N1CCCC(C(=O)CC#N)C1 (configuration not stated) | 8% | 0 | -6% | ? | -13% | 0% | 0% | -5% | 25%
31 | CC(C)Oc1ccc(CN2CCC2(C)C(=O)Nc2cccc3cccnc23)cc1 (configuration not stated) | ? | -21 | ? | nt | ? | -7% | 0% | -7% | nt
32 | COc1ccc(-c2csc(NC3CCCCC3)n2)c(OC)c1 | 10% | 29 | 0% | ? | -1% | 47%[activator] | -4% | -12% | -11%
33 | COc1ccc(NC(=O)Cc2ccccc2F)cn1 | -12% | -11 | 5% | -1% | 15% | -13% | 9% | 13% | -1%
34 | CCCCC(=O)Nc1cc(NC(=O)CCCC)cc(C(=O)O)c1 | -5% | 7 | -3% | 3% | -5% | -10% | -10% | -2% | -3%
35 | COc1ccc(CC(=O)NC2CCS(=O)(=O)C2)cc1 (configuration not stated) | 4% | -9 | 18% | -16% | 15% | 12% | 3% | 4% | -35%[inhibitor]
36 | Cc1sc2nc(CC(=O)NN)[nH]c(=O)c2c1C | 17% | 29 | -1% | ? | 1% | -5% | 1% | -2% | 2%
37 | COc1ccc(CCn2c(=N)c(C(=O)NCC3CCCO3)cc3c(=O)n4ccccc4nc32)cc1 (configuration not stated) | ? | -15 | 1% | 17% | -2% | nt | -10% | 5% | 10%
38 | CC(C)(C)NC(=O)C(=O)NNC(=O)c1ccccc1Br | ? | -15 | 7% | -3% | 13% | nt | 0% | 0% | 22%
39 | CCc1nnc(NC(=O)C2CCCN2S(=O)(=O)c2ccccc2)s1 (configuration not stated) | -16% | 30 | 7% | 6% | -5% | 15% | 15% | -5% | -1%
40 | CC1=NNC(=O)C1CCC(=O)N/N=C/c1ccc(Cl)cc1Cl (configuration not stated) | 29% | 3 | 14% | 5% | 22% | nt | 0% | -7% | 8%
41 | COc1ccc(N2C(=O)c3ccc(C(=O)Nc4cc(OC)ccc4OC)cc3C2=O)cc1 | 2% | -4 | 18% | 8% | 3% | nt | 5% | 4% | -16%
42 | O=C(CSc1nnnn1C1CCCC1)NCc1ccc2c(c1)OCO2 | -6% | 5 | -1% | 3% | 6% | 1% | -9% | -13% | 5%
43 | Oc1ccc[n+](/C=C\c2ccccc2)c1 | -9% | 17 | 6% | -2% | 12% | 1% | 0% | -8% | -7%
44 | O=C(c1ccc2c(c1)OCO2)N1CCc2ccccc21 | 0% | -15 | -17% | -1% | 1% | 22% | 2% | -12%[57.1 µM] | 7%
